High-throughput results as filed in PubChem.
LANA DNA inh – inhibitors of KSHV LANA C-terminal domain DNA binding; MBP-C-LANA/FAM-LBS DNA binding, fluorescence polarization; inhibition, % at 9 µM; 0.078% of 340,000 active;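 active = highest replicate inhibition at or above 60% at 9 µM, even if other replicates fall short; inactive = all replicates below 60% inhibition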;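 also: 0% = neutral control wells and 100% = 4 µM acridine orange control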
DSG3 Ab inh – human desmoglein-3 autoantibody binding inhibition; AID 588358; DSG3-coupled beads, scFv-anti-DSG3-GFP binding, flow cytometry; active compounds read low; binding (percent of control), % at 10 µM; 0.48% of 310,000 active; P32926;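 active = binding more than 3 SD below its plate's average and above zero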;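 also: hits lower antibody fragment binding to DSG3; some compounds called inactive have numbers as strong as hits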
CAL PDZ FP-1 – CAL PDZ (human) peptide binding inhibition; 0.92% of 300,000 active; inhibition, % at 24.9 µM; purified CAL PDZ, TMR-peptide fluorescence polarization, 1 h; AID 602252; Q9HD26;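 active = mean inhibition of at least 30% with at least half of replicates also reaching 30%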;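 also: 0% = DMSO neutral control and 100% = excess unlabeled competitor peptide PRC23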
Keap1 Nrf2 FP – disrupts human Keap1 binding to Nrf2 peptide | Q14145 | Keap1 Kelch-Nrf2 peptide fluorescence polarization, 1536-well | inhibition, % at 9.4 µM | 0.15% of 340,000 active | AID 504523; in the data active = inhibition above about 12%;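 also: human Keap1 Kelch domain with fluorescein labeled Nrf2 9mer peptide probe; 0% = neutral control wells and 100% = peptide positive control; higher means more block of Keap1 binding to Nrf2 peptide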
RTF Ca sens inh – cardiac RTF calcium desensitization. 0.12% of 340,000 active. inhibition, % at 7.15 µM. IANBD-labeled cardiac RTF, Ca2+ fluorescence. P19429+P45379;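 active = inhibition above the mean inhibition of all tested compounds plus 3 SD, cut at about 17% in these data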;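 also: assay run at fixed EC70 calcium of 1.6 mM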
Arrestin-AP2 inh – inhibitors of human beta-arrestin and AP2 interaction. FITC-arrestin peptide / GST-AP2 beads, flow cytometry; AP2 beta2 appendage carries R879A mutation. 0.31% of 340,000 active. inhibition, % at 10 µM;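 active = inhibition above a set limit, near 3 SD of compounds lacking own fluorescence, cut at about 54% in these data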;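 also: plate controls were DMSO wells for no effect and 5 µM unlabelled arrestin peptide for full effect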
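System: GST-tagged AP2 beta2-adaptin appendage (R879A) on 4 µm glutathione beads / Reagent: FITC-arrestin peptide, 50 nM / Detection: HyperCyt-sampled flow cytometry, FL1 channel, ex 488/em 535 nm / Timing: 12 min plus 1 h, RT / Buffer or medium: PBS plus Tween 20 (0.05%) and BSA (0.1%)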
NSD2 HMT inh – inhibitors of human histone methyltransferase NSD2 | O96028 | NSD2 peptide methylation, AlphaScreen, 120 min | inhibition, % at 12.5 µM | 0.54% of 310,000 active | AID 743445; in the data active = inhibition above about 50%
DAGLB inh – diacylglycerol lipase beta (human) inhibition | Q8NCG7 | HEK293T DAGLB membrane lysate, EnzChek fluorogenic substrate | inhibition, % at 5.17 µM | 0.059% of 340,000 active; in the data active = inhibition above about 34%;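 also: 0% = enzyme with vehicle and 100% = wells lacking enzyme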
Target sequence (Q8NCG7 whole entry, looked up): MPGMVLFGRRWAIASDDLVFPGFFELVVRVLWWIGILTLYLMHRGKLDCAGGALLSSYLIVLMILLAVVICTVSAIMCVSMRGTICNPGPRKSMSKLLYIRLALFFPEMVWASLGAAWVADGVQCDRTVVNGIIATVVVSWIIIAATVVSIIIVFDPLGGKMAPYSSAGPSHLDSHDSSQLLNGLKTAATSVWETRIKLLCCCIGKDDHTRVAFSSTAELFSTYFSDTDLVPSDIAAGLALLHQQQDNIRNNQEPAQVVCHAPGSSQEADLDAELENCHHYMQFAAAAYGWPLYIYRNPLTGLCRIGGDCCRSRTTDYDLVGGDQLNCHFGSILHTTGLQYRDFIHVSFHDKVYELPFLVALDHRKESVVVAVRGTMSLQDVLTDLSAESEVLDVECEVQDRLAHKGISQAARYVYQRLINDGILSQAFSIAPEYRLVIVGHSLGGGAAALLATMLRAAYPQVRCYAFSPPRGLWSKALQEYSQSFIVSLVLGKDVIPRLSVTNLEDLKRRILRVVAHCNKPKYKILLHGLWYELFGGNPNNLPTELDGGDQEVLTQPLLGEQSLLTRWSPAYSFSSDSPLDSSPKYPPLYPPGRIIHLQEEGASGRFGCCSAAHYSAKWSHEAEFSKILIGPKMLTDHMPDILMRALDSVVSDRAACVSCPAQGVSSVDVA
CAL PDZ FP-2 – blocks peptide binding to human CAL PDZ domain. Q9HD26. AID 504414. 0.02% of 330,000 active. inhibition, % at 20 µM. purified CAL PDZ, TMR-peptide fluorescence polarization, 1 h;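 active = highest replicate inhibition of at least 40%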;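 also: plate controls were DMSO neutral control wells for no effect and unlabeled competitor peptide control wells for full effect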
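Test system: purified CerCALP PDZ construct; Compound dosing: one concentration, 20 µM compound; Also added: TMR-labelled reporter peptide T*-PRC34 bound in PDZ groove; Read-out: inhibition from polarization loss; Controls: unlabelled peptide and DMSO controls; Signal: FP readout, S and P plane fluorescence; Incubation: 1 h at RT.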
V-ATPase pHluor – alters yeast V-ATPase proton transport; S. cerevisiae, pHLuorin cytosolic pH fluorescence; response, % at 10 µM; 0.37% of 350,000 active; in the data active = response mostly above about 7.3%, no sharp cut-off; inactive = mostly below about 5.4%; also: actives read high; inactives centre near 0; some compounds called inactive have numbers as strong as hits
Starred values were filed as active, the others as inactive; · = not tested or not shown.

| Molecule | LANA DNA inh | DSG3 Ab inh | CAL PDZ FP-1 | Keap1 Nrf2 FP | RTF Ca sens inh | Arrestin-AP2 inh | NSD2 HMT inh | DAGLB inh | CAL PDZ FP-2 | V-ATPase pHluor |
| --- | --- | --- | --- | --- | --- | --- | --- | --- | --- | --- |
| Cc1cc(C(=O)CSc2nnc(C3COc4ccccc4O3)n2C)c(C)n1-c1ccc(F)cc1 (centres undefined) | 0.3 | 103 | -17 | 6 | -10 | -6 | 7 | -1 | -1.9 | -3 |
| CCOc1ccc(-n2c(SCC(=O)N3CCC(C(=O)O)CC3)nc3ccccc3c2=O)cc1 | -1.6 | · | · | -1 | 3 | -5 | -7 | -2 | -0.3 | 2 |
| O=C(CN1CCOCC1)N1c2ccccc2Sc2ccccc21 | 2.2 | 90 | 1 | -6 | -6 | 2 | -1 | -1 | 0.1 | -3 |
| O=C(O)C1Sc2[nH]c(=O)sc2C2c3cc(Cl)ccc3OC(=O)C12 (centres undefined) | 1.1 | 105 | · | -7 | -8 | 37 | 24 | 3 | -0.3 | 0 |
| CCOC(=O)C1CCN(Cc2ccc(O)c(OC)c2)CC1 | -1.6 | 98 | 0 | -3 | 1 | 2 | 0 | -2 | -0.2 | -3 |
| CCOC(=O)c1ccc(NC(=S)NCc2ccccc2)cc1 | 1.4 | 120 | 3 | 0 | -4 | 35 | -2 | -8 | 0.1 | 7 |
| C=CCNC(=S)NCc1ccccc1OC | -1.2 | 97 | 70* | -3 | -4 | 12 | -2 | 2 | 0.3 | -1 |
| O=C1C2C3CC(C2C(=O)N1c1cccc(Cl)c1)[C@H](O)C3O (some centres undefined) | -4.4 | 113 | · | -4 | 2 | 16 | -3 | 0 | -1.9 | -2 |
| CN(C)C1(CN=Cc2cc(Cl)cc([N+](=O)[O-])c2O)CCCCC1 | -0.1 | · | 3 | -6 | 8 | 1 | 11 | 21 | -1.7 | -1 |
| COc1cc(C(=O)NN2C(=O)NC3(CCC(C)CC3)C2=O)ccc1OC(F)F (centres undefined) | 0.9 | · | -2 | 0 | 2 | 0 | -1 | -1 | -0.2 | -3 |
| O=[N+]([O-])c1cc(Cl)cc(/C=N/n2cnnc2)c1O | -0.2 | · | -3 | -4 | -2 | -4 | 6 | 14 | -0.1 | 7 |
| O=C(CSc1nnc(NC(=O)C2CCC2)s1)Nc1ccccc1 | 1.2 | 98 | -2 | -1 | -12 | 0 | -6 | 1 | -1.1 | -1 |
| CCC1CCCCN1C(=O)COC(=O)c1ccc(Br)o1 (centres undefined) | 0.1 | 94 | 0 | -2 | 1 | -10 | -1 | -1 | -1.0 | 0 |
| CCOc1cccc(C(=O)NC(=S)Nc2ccc(Cl)cc2C(=O)O)c1 | 1.2 | 100 | · | 1 | 1 | 2 | 3 | 2 | -0.8 | 3 |
| CCC(C)c1ccc(S(=O)(=O)N2CCN(CC(O)CN3CCOCC3)CC2)cc1 (centres undefined) | -1.2 | 99 | 6 | -2 | 0 | -1 | 0 | -1 | -1.4 | 2 |
| CCCCCCNCC(=O)N1CCC(Cc2ccccc2)CC1 | -0.3 | 105 | 0 | 2 | -2 | 22 | 7 | -1 | -5.1 | 0 |
| CCOC(=O)c1ccc(NC(=O)N2CCc3ccccc32)cc1 | 0.1 | 92 | -3 | 0 | 2 | 8 | 24 | -5 | · | 0 |
| CS(=O)(=O)N(CC(=O)NCC1CCCO1)c1cc(Cl)ccc1Cl (centres undefined) | 0.0 | 100 | -3 | -5 | 1 | -4 | -2 | -1 | -0.4 | -1 |
| COc1cccc2cc(C(=O)Nc3cccc(C)n3)c(=O)oc12 | -0.4 | 95 | -1 | -8 | 2 | 6 | · | 2 | 0.5 | 1 |
| Cc1cccc2sc(NNC(=O)c3cc(-c4cccs4)nc4ccccc34)nc12 | -0.1 | 103 | · | -4 | -1 | 6 | · | 7 | -0.2 | 0 |
| Cc1ccc(CCNC(=O)Cn2ccc3cc(S(=O)(=O)N4CCCC4)ccc32)cc1 | -1.7 | 101 | -6 | -4 | -4 | -12 | 5 | 1 | -0.7 | 0 |
| O=C(NNC(=O)c1ccc(-c2ccc([N+](=O)[O-])cc2)o1)c1ccncc1 | -1.5 | · | 12 | -1 | -15 | 5 | 4 | 1 | 0.0 | -1 |
| O=C(NCCC1=CCCCC1)c1ccc(Cl)c(S(=O)(=O)N2CCOCC2)c1 | -0.7 | 99 | -4 | 2 | -3 | 12 | -2 | -1 | -0.9 | -2 |
| CC(=O)Nc1ccccc1Nc1cc(C#N)c(C#N)cc1[N+](=O)[O-] | 0.7 | 96 | -2 | 1 | -9 | -4 | -1 | 4 | -2.1 | -2 |
| COC(CNC(=O)Cn1ncc2ccsc2c1=O)OC | 0.4 | 101 | -3 | 1 | 4 | -3 | 0 | -1 | -1.1 | 2 |
| COc1ccc(CCNC(=O)COC(=O)/C=C/c2cccs2)cc1 | -3.0 | 104 | -4 | -4 | -6 | -12 | -2 | -3 | -1.0 | -4 |
| O=C1Nc2ccc(Br)cc2C1(O)c1ccccc1 (centres undefined) | -0.1 | 98 | · | -5 | -12 | 26 | 9 | 0 | 0.3 | -2 |
| CCOC(=O)c1ccc(-n2c(CN3CCC(O)CC3)nc3ccc([N+](=O)[O-])cc3c2=O)cc1 | 1.7 | 86 | -2 | -7 | -17 | 5 | -1 | 2 | 2.2 | 0 |
| O=C(COCC(=O)NCc1ccccc1)NCc1ccccc1 | 0.8 | 105 | · | 0 | -4 | -18 | -3 | -2 | 0.6 | 3 |
| Cc1nn(C)c(-c2n[nH]c(=S)n2Cc2ccco2)c1Cl | -0.1 | 95 | -4 | -1 | 4 | 23 | 7 | 1 | -0.1 | -2 |
| CC1CCN(S(=O)(=O)c2ccc(S(=O)(=O)NCC3COCCO3)cc2)CC1 (centres undefined) | -0.7 | 97 | · | -7 | -6 | -6 | 0 | -1 | 0.8 | 6 |
| CCc1ccc(NC(=O)c2cc(-c3ccc(F)cc3)on2)cc1 | -1.3 | 103 | -7 | -1 | -2 | 4 | -4 | -1 | 0.8 | -3 |
| CN(C(=O)c1cccc(NC(=O)Cc2cccc(NC(=O)C3CCCN(C(=O)C4CCC4)C3)c2)c1)C1CCC1 (centres undefined) | -1.4 | 104 | -7 | -5 | -9 | 45 | · | 3 | -4.4 | 1 |
| CCOC(=O)C1CCCN(C2=NC(=O)/C(=C/c3ccc(N(C)C)cc3)S2)C1 (centres undefined) | -36 | 108 | 0 | -110 | -91 | 9 | 1 | -5 | -0.7 | 4 |
| CN(c1ccccc1C(=O)N1CCN(Cc2ccc3c(c2)OCO3)CC1)S(C)(=O)=O | -0.6 | 97 | 0 | 3 | -5 | 3 | -4 | 1 | -0.5 | 0 |
| CC(C)OCC(O)CN1CCC(Cc2ccccc2)CC1 (centres undefined) | 1.9 | 84 | -3 | -3 | -3 | -6 | 1 | 1 | -3.1 | -1 |
| CCOC(=O)c1c(C)[nH]c(NC(=O)NNC(=O)c2ccc(OC)cc2)c1C | 0.4 | · | -4 | -1 | -2 | -2 | -1 | -1 | -0.6 | -4 |
| CC(=O)NCCCNc1ccc([N+](=O)[O-])cc1 | -0.8 | 124 | -3 | 1 | 10 | -12 | -1 | -3 | -2.4 | 0 |
| COc1cc(-c2noc(C)c2/C=C/c2cccc([N+](=O)[O-])c2)cc(OC)c1OC | 1.8 | 98 | -5 | 3 | 7 | 23 | · | -7 | -1.0 | 0 |
| CC(C)(C)SCCNC(=O)c1ccc(Cl)c(S(=O)(=O)N2CCOCC2)c1 | -0.5 | 98 | -3 | 3 | -10 | 4 | 0 | 3 | -1.3 | 4 |
| O=C(CCc1nc2ccccc2c(=O)[nH]1)NCc1ccco1 | -3.3 | 96 | -5 | -1 | 5 | 15 | -1 | -1 | -0.9 | 2 |
| CNNC(=O)C(C)NC(=O)c1ccc(Br)cc1 (centres undefined) | 1.5 | 103 | -4 | 0 | -5 | 6 | -3 | -3 | -0.2 | -4 |
| CN1CCN(C(=O)c2sc(=S)n(-c3ccccc3)c2N)CC1 | 2.8 | 92 | -1 | -1 | -1 | 31 | 7 | 0 | -2.2 | 0 |
| CCCCNc1c(-c2cccc(-c3ccc(OC)cc3)c2)nc2cc(C)ccn12 | 15 | 107 | 1 | -5 | -3 | -8 | · | -4 | 0.4 | 1 |
| Cc1ccc(NC(=O)O/N=C/c2cccc([N+](=O)[O-])c2)cc1 | -0.2 | 104 | · | 4 | 5 | 6 | 1 | -3 | 0.4 | -1 |
| Cc1ccc(NC(=O)C2CC(=O)NC(Nc3cccc(C)c3)=N2)cc1 (centres undefined) | 0.5 | · | -1 | -2 | -5 | 5 | -1 | 0 | -1.0 | 3 |
| O=C(NCCN1CCCCCC1)c1ccc(CS(=O)(=O)c2ccc(Br)cc2)o1 | -0.7 | 122 | 0 | -7 | -11 | 5 | · | -2 | -0.5 | 0 |
| O=C(Cc1ccc(Cl)cc1)NCCS(=O)(=O)N1CCN(c2ccccc2)CC1 | 1.2 | 100 | -1 | -4 | 1 | -5 | 1 | -2 | -2.8 | 4 |
| COc1ccc(OC)c(NC(=O)Cc2nn(C)c(=O)c3ccccc23)c1 | -0.7 | 104 | · | -6 | -5 | 5 | -3 | -2 | -0.5 | 3 |
| Cc1cccc(C)c1N1C(=O)[C@@H]2C(c3ccccc3Cl)=NO[C@@H]2C1=O | 0.5 | · | -6 | -3 | -3 | 11 | 35 | -5 | -0.7 | -1 |
| COc1ccc(C(=O)COC(=O)CN2CC(=O)Oc3ccccc32)cc1Br | 0.9 | · | -1 | 5 | 0 | 0 | -3 | -1 | -2.2 | 1 |
| O=C(Cn1ncc2ccccc21)N1CCc2ccccc21 | 0.8 | 109 | · | 2 | -7 | -2 | · | -2 | -1.8 | 0 |
| Cc1cccc2nc3c(nc12)-c1ccccc1C3=O | -1.1 | · | -13 | -2 | -6 | -7 | 0 | -7 | 1.1 | 1 |
| CC(OC(=O)c1c(F)cccc1F)C(=O)NCCC1=CCCCC1 (centres undefined) | 0.6 | 124 | -1 | -2 | -1 | 2 | 2 | -11 | -1.6 | -3 |

A stretch of the results above, as a working copy:
| Molecule | LANA DNA inh | DSG3 Ab inh | CAL PDZ FP-1 | Keap1 Nrf2 FP | RTF Ca sens inh | Arrestin-AP2 inh | NSD2 HMT inh | DAGLB inh | CAL PDZ FP-2 | V-ATPase pHluor |
| --- | --- | --- | --- | --- | --- | --- | --- | --- | --- | --- |
| CC1CCN(S(=O)(=O)c2ccc(S(=O)(=O)NCC3COCCO3)cc2)CC1 (centres undefined) | -0.7 | 97 | · | -7 | -6 | -6 | 0 | -1 | 0.8 | 6 |
| CCc1ccc(NC(=O)c2cc(-c3ccc(F)cc3)on2)cc1 | -1.3 | 103 | -7 | -1 | -2 | 4 | -4 | -1 | 0.8 | -3 |
| CN(C(=O)c1cccc(NC(=O)Cc2cccc(NC(=O)C3CCCN(C(=O)C4CCC4)C3)c2)c1)C1CCC1 (centres undefined) | -1.4 | 104 | -7 | -5 | -9 | 45 | · | 3 | -4.4 | 1 |
| CCOC(=O)C1CCCN(C2=NC(=O)/C(=C/c3ccc(N(C)C)cc3)S2)C1 (centres undefined) | -36 | 108 | 0 | -110 | -91 | 9 | 1 | -5 | -0.7 | 4 |

The list is partial; count on the stated rates, not on these rows.
